RORg inh: ROR gamma (mouse) transcription inhibition. Drosophila S2 Gal4-RORgamma UAS-luciferase reporter, 20 h. Potency, µM (titrated, usually from 53.6 µM), for the others: at the highest dose activity change, negative = inhibition, usual class: inhibitors. actives 5.4% (n = 310,000). AID 2551; also: % is scaled to controls: 0 for no effect and ±100 for the full control effect; nearly all actives have a fitted effect of over 60% in size
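In this cell-based reporter format, copper sulfate (700 uM final) drives Gal4–ROR gamma fusion expression from a metallothionein promoter in Drosophila Schneider cells; compounds preincubated 1 hr, reporter read after 20 hr at ambient temperature.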
uPA generation: inhibitors of cell surface uPA generation; cell surface uPA generation assay, qHTS; Potency, µM (doses to about 38.3 µM), for the others: at the top dose activity change, negative = inhibition, most hits filed as inhibitors; actives 0.31% (n = 330,000); AID 540303; active = well fitted inhibition curve with a large enough effect; inconclusive = small, poorly fitted or top-dose-only effect; inactive = no such curve, though single readings can be large or run the other way; tested in mouse RAW 264.7 cells; also: % is scaled to controls: 0 for no effect and ±100 for the full control effect; nearly all actives have a fitted effect of over 55% in size
BRCA1 expr act: BRCA1 expression activation. MCF7-BRCA1-FFLuc reporter, luminescence, 48 h; response scale: scaled: vehicle 0%, 10 µM genistein 100%. Potency, µM (highest dose often 46.1 µM), for the others: at the highest dose activation, most hits filed as activators. actives 1.1% (n = 380,000); also: nearly all actives have a fitted effect of over 80% in size; some results filed as inactive show a strong effect at the top dose
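48 h compound treatment of MCF7-BRCA1-FFLuc cells (phenol-red free MEM, 37 °C), then 15 min with luciferase substrate and luminescence imaging.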
Rab9 promoter act: activators of Rab9 promoter; Huh7 Rab9 promoter-luciferase reporter, luminescence, 24 h; Potency, µM (series often up to 9.22 µM), inactives show top-dose activation, negative = inhibition, hits mostly activators; actives 2.8% (n = 320,000); AID 485297; also: % of control where 0% means no effect; nearly all actives have a fitted effect of over 60% in size
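Quantitative HTS format; Huh7 Rab9-luciferase reporter cells (1500/well) receive compound 2 h post-plating, incubate 24 h at 37 °C, then get luciferase reagent for 10 min before luminescence reading.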
ELG1 genotoxic: inducers of genotoxicity in HEK293T ELG1-luciferase cells. HEK293T ELG1-luciferase reporter, luminescence, 16 h. Potency, µM (doses to about 46 µM), for inactives: at the top dose activity change, positive = activation, most hits filed as activators. actives 1.3% (n = 330,000); also: % of control where 0% means no effect; nearly all actives have a fitted effect of over 60% in size
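16 hr compound incubation (37 °C, 5% CO2) of HEK293T cells carrying luciferase-tagged ELG1; luciferase then measured by ONE-Glo luminescence after 30 min at RT.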
VP16 counter: counter-screen for ROR gamma inhibitors: Gal4-VP16 reporter; Drosophila S2 Gal4-VP16 UAS-luciferase, luminescence, 20 h; Potency, µM (doses to about 53.6 µM), for the others: at the top dose activity, negative = inhibition, most hits filed as inhibitors; actives 3.5% (n = 310,000);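 also: Gal4-VP16 expression switched on by copper sulfate through the metallothionein promoter; % is scaled to controls: 0 for no effect and ±100 for the full control effect; nearly all actives have a fitted effect of over 50% in size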
p53 reactivation: mutant p53 re-activation in reporter cells; AID 504706; H1299 p53-A138V BP100-luciferase reporter, luminescence, 24 h; Potency, µM (doses to about 92.2 µM), for the others: at the highest dose activity change, positive = activation, most hits filed as activators; actives 0.063% (n = 320,000); also: % of control where 0% means no effect; nearly all actives have a fitted effect of over 45% in size
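H1299 (p53-null), stable ts p53-A138V + BP100-Luc; 1000 cells/well, Opti-MEM/10% FBS; cpd 4 pt, 1:5; 24 h, 37 deg C, 5% CO2; detection reagent 10 min RT; luminescence.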
MBNL1-CUG inh: blocks human MBNL1 binding to CUG repeat RNA | Q9NR56 | TR-FRET MBNL1-His/biotin-(CUG)12 binding, 665/545 ratio | Potency, µM (series often up to 57.5 µM), without a hit: at the top dose activity change, negative = inhibition, actives largely listed as inhibitors | actives 0.036% (n = 280,000); active = well fitted inhibition curve with a large enough effect in the signal ratio, with a control signal flat, not every such curve was filed as active; inconclusive = small, poorly fitted or top-dose-only effect, or effect the other way, or a change in a side signal; inactive = no such curve, though single readings can be large or run the other way; the % refers to the signal ratio; also: % is scaled to controls: 0 for no effect and ±100 for the full control effect
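His-tagged MBNL1 binding to biotinylated (CUG)12 RNA was measured by TR-FRET using terbium anti-His antibody (0.055 ng/ul final) and streptavidin-XL665 (5 nM final). Compounds were titrated 92 nM to 58 uM; 60 min at room temperature.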
CXXC DNA block: MLL CXXC-DNA interaction inhibition. AID 2662. actives 0.037% (n = 290,000). MLL-CXXC / FITC-HOXA9 DNA fluorescence polarization. Q03164. Potency, µM (top dose mostly 115 µM), without a hit: top-dose activity change, negative = inhibition, actives largely listed as inhibitors; active = well fitted inhibition curve with a large enough effect in the polarisation, with a control signal flat, not every such curve was filed as active; inconclusive = small, poorly fitted or top-dose-only effect, or effect the other way, or a change in a side signal; inactive = no such curve, though single readings can be large or run the other way; the % refers to the polarisation
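Fluorescence polarization: 7 uM MLL-CXXC (stock) preincubated 5 min with compounds, then 50 nM fluorescein-HOX-A9 DNA (stock) added; 30 min ambient. Buffer 50 mM Tris-HCl pH 7.5, 50 mM NaCl, 1 mM DTT, 0.05% BSA.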
NPC1 prom act: activates the NPC1 promoter; actives 2.4% (n = 320,000); Huh7 NPC1 promoter luciferase reporter, 24 h; Potency, µM (series often up to 9.22 µM), without a hit: at the highest dose activation, actives largely listed as activators;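 also: % of control where 0% means no effect; nearly all actives have a fitted effect of over 60% in size; reporter is driven by a mutant NPC1 promoter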
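Quantitative HTS used a cell-based reporter: Huh7 cells stably bearing the NPC1 promoter upstream of luciferase were treated with compounds for 24 h, and promoter activation was read as luminescence.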
FLuc counter: firefly luciferase modulation, counter-screen for miR-21 project; purified FLuc, Km substrates, luminescence inhibition; Potency, µM (top dose mostly 57.5 µM), without a hit: at the highest dose activity change, negative = inhibition, actives largely listed as inhibitors; actives 6.9% (n = 360,000);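 also: plate controls were vehicle for no effect and reference inhibitor for full effect; nearly all actives have a fitted effect of over 55% in size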
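Purified P. pyralis luciferase, 10 nM final, with Km-level 10 uM D-luciferin and 10 uM ATP in 50 mM Tris acetate pH 7.5, 10 mM Mg acetate, 0.01% Tween-20, 0.05% BSA; 6-point qHTS titration about 60 µM downward; luminescence read.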
Active calls of the source: *; ? = inconclusive; . = no result given; [ ] = dose if it differs, or a comment. Unless noted, calls follow the shape of the dose curve; as a rule, active = well fitted curve in the direction sought with a large enough effect; inconclusive = small, poorly fitted or top-dose-only effect, or another doubt; inactive = no such curve, though single readings can be large; an effect the other way counts as inactive or inconclusive. Potency is read from the fitted curve at half-maximal effect. Not all compounds are listed, so the mix of outcomes need not match the whole.

SMILES	VP16 counter	p53 reactivation	FLuc counter	BRCA1 expr act	RORg inh	uPA generation	CXXC DNA block	NPC1 prom act	MBNL1-CUG inh	Rab9 promoter act	ELG1 genotoxic
O=C(COc1ccc2c(c1)CCC2)NCc1ccccc1	1.7%	3.2%	-13.9%	12.4%	10.5%	1.3%	-3.5%	-1.3%	2.5%	-4.1%	-0.8%
Cn1c(C(=O)N2CCN(c3ccc(Cl)cc3)CC2)cc2c(=O)[nH]c3ccccc3c21	-10.9%	1.4%	-1.6%	-34.3%	44.4%	-7.5%	7.9%	-0.7%	-1.9%	-1.0%	-1.7%
Cc1ccccc1C(=O)Nc1nnc(-c2ccc(C(C)(C)C)cc2)s1	-18.2%	9.1%	?	8.4%	-17.1%[10 µM]	-1.8%	-4.0%	-0.3%	.	-5.2%	?
CCN(CC)C(=O)COc1ccc(S(=O)(=O)N2CCOCC2)cc1	-9.7%	3.7%	2.0%	7.1%	16.7%	.	3.3%	1.9%	1.0%	2.8%[1.84 µM]	1.2%
CCOc1cc(CNCc2cccnc2)ccc1OCC(=O)NC(C)(C)C	2.2%	-4.5%	-0.6%	2.1%	-0.2%	8.4%	-2.5%	-3.3%	2.6%	-4.0%	-5.7%
O=C(Nc1nc(N2C(=O)c3ccccc3C2=O)n(-c2ccccc2)n1)c1ccc(F)cc1	?	14.6%	-10.2%	12.3%	10µM*	-2.7%	19.2%	3.2%	-6.6%	4.0%	-1.9%
Cc1ccc2c(c1)c1ncnc(N3CCc4ccccc4C3)c1n2C	?	?	13.5µM*	4.0%	15.8µM*	-4.7%	1.8%	17.6%	3.6%	28.8%	-1.0%
CC(C)(C)NC(=O)c1c(F)c(F)c(F)c(F)c1F	-5.4%	-7.3%	-1.0%	-2.4%	3.8%	-1.2%	4.8%	0.2%	-3.7%	-2.9%	-0.3%
O=S(=O)(NCC(c1ccco1)N1CCN(c2ccccc2F)CC1)c1ccccc1 (stereo not drawn)	-1.2%	9.1%	1.6%	-17.2%	37.1%	0.8%	1.0%	0.3%	3.0%	-7.0%	-2.3%
O=C(Nc1cc(S(=O)(=O)N2CCOCC2)ccc1O)c1ccco1	-13.2%	-4.6%	2.3%	1.5%	20.8%	5.4%	10.0%	0.9%	-0.7%	3.3%	-2.4%
Cn1cc(CNC(=O)c2cc(-c3ccc(Br)cc3)nc3ccccc23)cn1	-5.8%	-2.0%	?	30.4%	19.3%	3.4%	-0.3%	8.2%	-4.0%	-0.2%	-10.1%
CC1CC1C(=O)N1CCN(S(=O)(=O)c2cccc(F)c2)CC1 (stereo not drawn)	.	-2.0%	3.0%	-8.2%	.	-10.1%	.	-3.8%	.	-2.1%	3.8%
O=S(c1ccsc1)c1ccsc1	-3.9%[0.365 µM]	-7.5%	-1.3%	24.3%	?	0.5%	0.5%	2.4%	-11.1%	-5.5%	-5.2%
COC(=O)c1csc2c(C(F)(F)F)cc(N3CCN(C(=O)Nc4ccccc4)CC3)nc12	2.8%	-2.2%	0.8%	-6.8%	2.5%	17.5%	-6.9%	-4.6%	-13.2%	-0.4%	7.6%
O=C(NC1CCN(Cc2ccc(Cl)cc2)CC1)c1cn(-c2ccccc2)nc1-c1cccnc1	.	5.3%	-0.1%	-36.0%	.	?	.	-8.9%	.	-0.1%	-7.2%
COc1ccc([C@@H]2[C@@H]3C(=O)N(C(C)(C)C)C(=O)[C@@H]3[C@]3(C)C(=O)N(c4cccc(C)c4)C(=O)N23)cc1	0.1%	.	0.1%	-5.0%	-22.6%	10.7%	-0.4%	0.4%	-9.2%	1.8%	1.1%
CCCS(=O)(=O)N1CCCC(C(=O)Oc2ccc(OC)cc2)C1 (stereo not drawn)	5.1%	.	5.6%	-24.8%	-17.4%	-7.2%	-2.2%	-3.1%	5.9%	-2.6%	4.8%
CC(=O)c1ccc(NC(=O)Cn2nc(C)c([N+](=O)[O-])c2C)cc1	-13.2%	5.2%	0.3%	-3.7%	-10.8%	-2.9%	-4.6%	-3.6%	-2.3%	-2.3%	3.7%
C=CCOc1ccc(CNc2ccc3[nH]c(=O)[nH]c3c2)cc1	-1.0%	2.8%	-2.1%	0.7%	7.7%	-3.9%	-11.2%	-1.1%	?	-2.6%	-0.4%
Cc1ccc(NS(=O)(=O)c2cccc(C(=O)n3ncc(C#N)c3N)c2)c(C)c1	-20.3%	-7.7%	-1.1%	-1.1%	-26.0%	1.4%	-12.3%	5.5%	-10.3%	2.3%	0.2%
O=C(CCC1CCCCC1)NCc1ccc(F)cc1	?	8.4%	-14.0%	24.2%	43.3%	-4.8%	1.5%	0.0%	-17.8%	11.0%	-1.0%
Cc1ccc(S(=O)(=O)c2ccc(Oc3cccc(C)c3)cc2)cc1	1.3%	10.8%	1.6%	-32.6%	43.2%	2.9%	0.9%	-1.3%	-2.1%	-2.4%	-10.9%
CC(C)[C@H](NC(=O)c1ccccc1)C(=O)OCC(=O)c1ccc(S(=O)(=O)N2CCCCC2)cc1	.	.	3.5%	-4.4%	.	3.6%	.	-0.4%	.	-4.7%	0.3%
O=[N+]([O-])c1ccc(O)c(C=Nc2ccc3nc(-c4ccccc4)[nH]c3c2)c1	-4.7%	?	5.36µM*	35.5%	-42.6%	-12.3%	13.6%	?	.	3.16µM*	?
CCn1c(SCC(=O)Nc2ccc(S(N)(=O)=O)cc2)nnc1-c1cccc(OC)c1	2.7%	-3.4%	-0.6%	-12.5%	6.8%	-6.0%	-12.1%	-0.3%	2.0%	-0.6%	-8.1%

(cont.)
SMILES	VP16 counter	p53 reactivation	FLuc counter	BRCA1 expr act	RORg inh	uPA generation	CXXC DNA block	NPC1 prom act	MBNL1-CUG inh	Rab9 promoter act	ELG1 genotoxic
COc1ccc(NC(=O)Nc2ccc3nccnc3c2)cc1	-18.8%	.	4.26µM*	?	9.3%	-3.9%	-6.8%	3.16µM*	?	0.398µM*	13.0%
COC(=O)c1ccc(C(C(=O)NC2CCCCC2)N(CCc2ccccc2)C(=O)Cc2cccs2)cc1 (stereo not drawn)	-10.7%	-6.5%	7.7%	-1.0%	3.1%[10 µM]	-1.6%	5.5%	-4.5%	.	-1.7%	5.3%
CCN1CCN(C(=O)c2ccc(OCC(=O)Nc3ccc(F)cc3)c(OC)c2)CC1	-1.2%	4.4%	-1.8%	0.0%	-32.1%	-0.1%	3.9%	-2.2%	-6.4%	-0.6%	-1.2%
CCc1ccc(N(C(=O)c2csnn2)C(C(=O)NC(C)(C)C)c2ccccn2)cc1 (stereo not drawn)	24.8%	7.6%	?	12.0%	9.7%	1.1%	11.0%	4.5%	-9.2%	16.9%	?
CC(=O)Nc1ccc(C(=O)N(C)C(C(=O)Nc2ccc(C)cc2)c2ccccn2)cc1 (stereo not drawn)	-2.7%	-0.3%	1.0%	-2.3%	-14.3%	3.1%	-3.1%	0.4%	-14.5%	-3.1%	4.8%
Cc1noc(C)c1COc1ccc(C(=O)OCC(=O)Nc2ccc(C(=O)N(C)C)cc2)cc1	.	8.3%	0.0%	-0.9%	.	-3.1%	.	1.6%	.	-1.1%	3.6%
CC(=O)C(c1ccccc1)C(c1ccccc1)C(C)[N+](=O)[O-] (stereo not drawn)	-15.4%	.	3.9%	-20.0%	10.1%	0.3%	20.5%	-4.1%	-3.2%	0.2%	-9.3%
Cc1cc2cc(C=O)c(Cl)nc2cc1C	-8.4%	7.7%	?	60.8%	13.4%	0.3%	-4.9%	0.5%	4.8%	16.2%	15.9%
COc1ccc(NC(=O)c2cccc3ccccc23)cc1	?	.	?	22.9%	0.8%	-10.6%	-6.6%	14.2%	3.4%	17.7%	7.9%
Oc1cccc(C(O)CNCc2ccc(-c3ccccc3)cc2)c1 (stereo not drawn)	-5.7%	-6.8%	-1.0%	-22.0%	-17.2%	-3.4%	-9.5%	0.1%	-2.9%	-6.9%	-5.6%
COc1cccc(CN2CCN(C(=S)NCc3ccc(Cl)cc3)CC2)c1	-19.0%	0.7%	1.2%	-0.5%	30.0%	4.9%	6.5%	-1.3%	-6.4%	-9.8%	-14.3%
CC1CN(CCCCOc2cccc(Oc3ccccc3)c2)CC(C)O1 (stereo not drawn)	-2.4%	13.3%	0.1%	-39.3%	-18.5%	7.1%	7.7%	-3.9%	-13.6%	-2.7%	-7.7%
COc1ccc(COCC(O)CN(Cc2ccccc2)C(C)C)cc1OC (stereo not drawn)	-5.7%	8.6%	-0.6%	-31.2%	21.2%	7.9%	5.6%	-4.0%	-0.2%	1.2%	0.0%

High-throughput results: PubChem, National Center for Advancing Translational Sciences (NCATS)
